# Bioassay records from PubChem.
# RXFP1 ag = RXFP1 (human) receptor agonism; Q9HBX9; HEK293T-RXFP1 cAMP TR-FRET, 30 min; response scale: percent of porcine relaxin response, buffer zero; Potency, µM (highest dose often 57.5 µM), for inactives: at the highest dose activation, actives largely listed as activators; hit rate 0.3% among 370,000; AID 2676; also: potency is read from the fitted curve at half-maximal effect; % is scaled to controls: 0 for no effect and ±100 for the full control effect; nearly all actives have a fitted effect of over 60% in size; many of its hits are not listed in these tables
#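 cAMP rise read by TR-FRET after 30 min, 37C compound exposure (up to 58 uM) in RXFP1-transfected HEK293 cells with Ro 20174 present. EC50 from Hill-equation fits, with 29 nM porcine relaxin as 100% and buffer as basal.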
# TRHR PAM = allosteric enhancers of human TRH receptor. TRHR cells, fluo-8 calcium fluorescence, EC20 TRH enhancement. enhancement, % at 2 µM. hit rate 0.66% among 360,000; in the data active = enhancement above about 30%; also: 0% is about no effect
# Target sequence (P34981 whole entry, looked up): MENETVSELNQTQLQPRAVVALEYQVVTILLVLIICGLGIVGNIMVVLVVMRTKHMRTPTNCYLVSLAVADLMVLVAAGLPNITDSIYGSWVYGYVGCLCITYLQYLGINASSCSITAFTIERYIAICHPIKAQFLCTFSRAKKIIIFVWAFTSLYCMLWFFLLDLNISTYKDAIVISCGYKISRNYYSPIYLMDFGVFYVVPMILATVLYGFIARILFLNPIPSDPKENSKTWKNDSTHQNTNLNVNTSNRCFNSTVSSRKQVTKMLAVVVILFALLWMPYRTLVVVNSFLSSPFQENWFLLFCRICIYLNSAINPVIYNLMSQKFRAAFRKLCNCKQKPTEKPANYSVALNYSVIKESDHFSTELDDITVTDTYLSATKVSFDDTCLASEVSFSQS
#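 Enhancer read-out: after compound pinning and an initial kinetic agonist-mode read, an EC20 of TRH (10 nM final) was injected and fluo-8 calcium signal (Ex 480/Em 530) followed at 1 s/cycle for 100 cycles in TRHR-expressing cells.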
# D1 PAM = enhances dopamine response at the human D1 receptor. HEK293 TREx D1 cells, calcium flux, dopamine EC20 potentiation. potentiation, % at 10 µM. hit rate 0.036% among 360,000; in the data active = potentiation above about 30%; also: 0% is about no effect
# RXFP1 antag = RXFP1 (human) relaxin receptor antagonism. Q9HBX9. HEK293-RXFP1, relaxin-stimulated cAMP HTRF, 30 min; hits give low values. activity change, negative = inhibition, % at 57.5 µM. hit rate 0.59% among 350,000. AID 1259400;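 active = activity change of -60% or lower, but not beyond a set lower limit; inconclusive = change between -60% and -40%, or beyond the set limit; inactive = change above -40%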; also: % is scaled to controls: 0 for no effect and ±100 for the full control effect
# TRHR ag = TRH receptor (human) agonism; P34981; TRHR cells, calcium flux fluo-8, FDSS agonist mode; activation, % at 2 µM; hit rate 0.18% among 360,000; in the data active = activation above about 30%; also: 0% is about no effect
#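 Agonist-mode FDSS calcium read (Ex 480/Em 530, 1 s cycles) in 1536-well TRHR cells with fluo-8 dye, after 10-cycle baseline and 23 nL compound addition; TRH at EC20 (10 nM final) added afterwards for the enhancer phase.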
# D2 potentiator = positive allosteric modulators of human D2 dopamine receptor; HEK293 T-REx D2, calcium flux, EC20 dopamine potentiation; potentiation, % at 10 µM; hit rate 0.34% among 340,000; AID 485347;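 active = potentiation over 3 SD above the plate norm, cut at about 30% in these data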; also: 0% is about no effect
# Target sequence (P14416 whole entry, looked up): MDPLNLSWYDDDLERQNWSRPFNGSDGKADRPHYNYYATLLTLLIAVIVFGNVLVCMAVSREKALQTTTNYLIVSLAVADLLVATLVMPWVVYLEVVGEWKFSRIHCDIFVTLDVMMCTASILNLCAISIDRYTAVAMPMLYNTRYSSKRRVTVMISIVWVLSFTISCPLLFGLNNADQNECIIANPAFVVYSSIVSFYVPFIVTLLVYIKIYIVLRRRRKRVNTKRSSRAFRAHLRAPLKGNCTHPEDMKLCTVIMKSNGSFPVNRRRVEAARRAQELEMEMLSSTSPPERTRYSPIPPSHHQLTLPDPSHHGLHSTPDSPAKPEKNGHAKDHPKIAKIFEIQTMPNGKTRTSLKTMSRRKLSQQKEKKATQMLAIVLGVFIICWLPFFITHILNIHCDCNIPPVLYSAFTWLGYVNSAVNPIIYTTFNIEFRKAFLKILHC
#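 Potentiation of an EC20 dopamine calcium response is measured in a force-coupled, tetracycline-inducible Hek293 Trex D2 line. Compound-only kinetic reads over 180 s flag agonists before dopamine addition.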
# D1 ag = human D1 receptor agonism; hit rate 1% among 360,000; HEK293 T-REx D1 cells, calcium flux, agonist mode; activation, % at 2 µM; P21728; in the data active = activation above about 30%; also: 0% is about no effect
#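 Agonism was scored from calcium flux recorded over 180 s (1 read/s) after pintool compound addition, following a 10-cycle baseline. Cells were inducible force-coupled HEK293 TREx D1, plated overnight at 30 C and loaded with no-wash calcium dye.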
# D1 antag = antagonists of human D1 dopamine receptor. HEK293 TREx D1 cells, calcium flux, dopamine EC80; hits give low values. P21728. activity change, negative = inhibition, % at 10 µM. hit rate 3.2% among 360,000; in the data active = activity change below about -30%; also: % is scaled to controls: 0 for no effect and ±100 for the full control effect
#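 Tetracycline-induced HEK293 Trex D1 cells, force-coupled to calcium, dye-loaded; compounds added and read 180 s, then EC80 dopamine added and calcium flux tracked kinetically another 180 s.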
# Anesthetic bind = candidate novel general anesthetic via apoferritin binding; P02791; apoferritin/1-aminoanthracene competitive binding, fluorescence; Potency, µM (titrated, usually from 77.5 µM), without a hit: at the highest dose activity change, negative = displacement, hits mostly inhibitors; hit rate 0.074% among 350,000; also: potency is read from the fitted curve at half-maximal effect; % is scaled to controls: 0 for no effect and ±100 for the full control effect; nearly all actives have a fitted effect of over 20% in size
# Target sequence (P02791 2-175 limits assumed): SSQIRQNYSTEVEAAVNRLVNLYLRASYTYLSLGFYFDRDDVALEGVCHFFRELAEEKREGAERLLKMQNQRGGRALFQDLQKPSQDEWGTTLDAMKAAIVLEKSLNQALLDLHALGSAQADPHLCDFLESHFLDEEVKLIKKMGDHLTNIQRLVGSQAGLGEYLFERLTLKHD
#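 Steps: apoferritin (10 uM) was premixed with half-saturated 1-AMA in PBS, compounds were pin-transferred, plates stood 10 min at room temperature, fluorescence was read at 380/535 nm, and curves were fitted with a Hill equation.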
# Active calls of the source: *; ? = inconclusive; / = not tested or not shown. Unless noted, calls follow the shape of the dose curve; as a rule, active = well fitted curve in the direction sought with a large enough effect; inconclusive = small, poorly fitted or top-dose-only effect, or another doubt; inactive = no such curve, though single readings can be large; an effect the other way counts as inactive or inconclusive. The list is partial (hit frequency here may not be typical).
molecule	RXFP1 ag	TRHR PAM	D1 PAM	RXFP1 antag	TRHR ag	D2 potentiator	D1 ag	D1 antag	Anesthetic bind
CCOCCn1c(=O)c2c(nc3n2CCCN3Cc2ccccc2)n(C)c1=O	0.9%	-4.3	-2.2	1.0	-1.1	5.7	4.0	2.2	-2.4%
O=C(NCc1ccccn1)c1ccc(N2CCCC2=O)cc1	0.0%	13.3	0.3	7.0	0.4	2.3	3.0	-12.6	-3.0%
CCS(=O)(=O)c1nc(S(=O)(=O)c2ccc(C)cc2)c(N2CCCC2)s1	?	-8.2	-1.7	32.6	-0.1	-10.2	-0.2	24.8	-1.4%
Cc1ccc2nc(-c3ccccn3)cc(C(=O)Nc3ccc(S(=O)(=O)N4CCOCC4)cc3)c2c1	2.9%	-0.4	-0.4	-3.3	0.6	-1.1	0.8	-0.2	-3.8%
COC(=O)CCN(C)CCC(=O)OC	1.2%	1.3	-0.1	-7.0	0.3	6.7	1.7	24.6	-4.6%
Cc1ccccc1C(=O)Nc1ccc(S(=O)(=O)N2CCOCC2)cc1	2.0%	0.9	-3.1	-2.1	0.3	-3.0	2.6	-3.1	4.0%
Cc1ccccc1NC(=O)COc1coc(CN2CCN(Cc3ccccc3)CC2)cc1=O	0.7%	2.8	4.3	-8.6	1.6	-33.5	4.4	-1.8	/
CCCCN(C(=O)CN1C(=O)C2CC=CCC2C1=O)c1c(N)n(CCC)c(=O)[nH]c1=O (stereo not given)	0.5%	1.7	1.9	-6.2	0.0	1.6	0.2	-5.4	-0.8%
Cc1cc(C)n(C(=O)c2sc3cc(F)ccc3c2Cl)n1	3.9%	0.1	-9.2	/	0.0	5.6	0.5	-0.9	-12.1%
Cc1ccc(CN2CCc3[nH]c(=O)[nH]c(=O)c3C2)cc1	10.5%	-3.3	-3.9	/	0.8	-7.2	1.7	-19.3	2.6%
CC1CCCC(NC(=O)C2CCC(CNc3c(N4CCCC4)c(=O)c3=O)CC2)C1C (stereo not given)	-0.2%	-5.9	1.0	0.0	-0.7	-6.6	0.6	-11.3	-6.9%
Nc1cccc(C(=O)Nc2ccccc2Cl)c1	1.1%	9.6	-1.2	-6.7	0.2	-10.5	0.9	0.7	2.7%
CN(C(=O)c1ccc(NC(=O)Cc2cccc(NC(=O)C3CCCN(C(=O)C4CC4)C3)c2)cc1)C1CCCC1 (stereo not given)	0.1%	-4.1	-1.3	/	-0.1	-3.4	-1.3	3.9	/
COc1cccc(-n2c(SCc3ccccc3C)nc3c([nH]c4ccccc43)c2=O)c1	0.0%	1.7	-5.4	/	0.8	-4.2	1.6	16.3	-12.4%
CCn1c(SCC(=O)NNC(=O)Cc2ccccc2)nnc1-c1ccccc1	1.1%	-7.0	-4.8	2.2	-0.2	11.2	-1.1	-29.3	-5.1%
CCn1c(SCC(=O)Nc2oc(C)c3c(C)n[nH]c(=O)c23)nc2sc(C)c(C)c2c1=O	3.5%	6.3	6.0	-6.0	-0.7	-2.2	2.0	7.1	/
CCOC(=O)c1c(C)n(OCc2ccccc2)c2ccc3nonc3c12	1.9%	-1.6	-1.5	9.5	0.8	10.4	14.2	-8.0	1.2%
CCOc1ccc(N(CC(=O)Nc2ccccc2OC)S(C)(=O)=O)cc1	0.1%	0.2	5.0	7.0	-0.7	9.9	3.8	13.2	-16.6%
CCOC(=O)C(=CNc1cc(C)ccn1)C(=O)OCC	-0.8%	-0.4	-2.2	3.4	-0.2	0.6	1.1	-2.7	-5.2%
Cc1cccc(NS(=O)(=O)c2ccc(C(=O)N3CCCC3)cc2)c1C	0.5%	-1.5	1.6	-19.4	0.3	4.0	6.9	-17.0	/
C=C(C)CNc1cc(S(=O)(=O)N2CCOCC2)ccc1Oc1ccccc1	-1.3%	-0.2	-4.5	6.9	-0.9	4.3	6.7	-20.5	/
Cc1ccc(CCNC(=O)c2ccc3c(c2)nc2n3CCOC2)cc1	-3.0%	-1.6	-1.2	-1.5	0.1	8.6	0.5	5.0	0.9%
Cc1cc(NC(=O)CSCC(=O)N(C)Cc2cccc(Cl)c2)no1	-0.4%	-2.2	-10.6	-4.1	-0.3	6.9	3.2	-18.3	/
O=C(CN(C1CCCCC1)S(=O)(=O)c1ccc(Cl)cc1)NCCCO	-0.9%	-1.3	-4.4	5.9	0.2	-1.5	-0.3	1.7	-10.9%
CN(c1ccccc1C(=O)Nc1ccccc1C(=O)NCc1ccco1)S(C)(=O)=O	0.9%	5.3	0.3	20.3	0.1	-6.3	1.1	-7.4	-7.8%
Cc1ccc(CNC(=O)Cn2cnc(S(=O)(=O)N3CCCCC3)c2)o1	0.9%	-1.7	-4.6	6.6	1.7	-5.4	7.3	-19.5	-4.1%
Fc1ccc(N2CCN(Cc3ccccn3)CC2)cc1	0.5%	-5.1	-5.5	8.1	0.5	-8.3	0.7	-10.5	-4.9%
COc1ccc(NC(=O)COC(C)=O)cc1Cl	1.0%	3.6	-11.8	-0.5	0.3	-2.7	0.2	-7.2	-17.0%
O=C(CSC1=NCCS1)Nc1cccc(F)c1	-1.2%	-1.8	-2.2	-11.2	0.0	-6.3	1.0	-3.5	?
COc1ccccc1Nc1nnc(Cc2ccccc2)c(=O)[nH]1	-0.3%	-5.0	-1.6	-3.5	-0.6	-7.7	4.8	-12.6	-2.6%
CC(C)c1ccccc1-n1cc[nH]c1=S	-0.4%	-1.3	-2.8	9.6	0.8	5.4	1.2	7.4	-1.6%
COc1ccc(-c2csc3ncnc(N4CCN(S(=O)(=O)c5cccc(C(F)(F)F)c5)CC4)c23)cc1	1.1%	-3.8	-8.6	-12.5	0.4	-2.0	0.5	-13.7	/
CN(CCc1cn[nH]c1)C(=O)CC1C(=O)NCCN1Cc1ccccc1C(F)(F)F (stereo not given)	2.0%	-2.8	-0.3	6.3	-0.1	/	3.1	-40.1*	-8.0%
CCOc1ccc(C(C)=O)cc1COc1cccnc1[N+](=O)[O-]	2.2%	-2.1	3.2	7.2	-0.5	-14.8	0.3	-0.8	-11.2%
O=C(c1ccc2c(=O)n(C3CCCC3)c(=S)[nH]c2c1)N1CCCCCC1	-0.6%	-2.6	-6.3	-62.6*	0.7	3.5	4.1	0.8	-6.4%
CS(=O)(=O)N1N=C(c2cccs2)CC1c1ccco1 (stereo not given)	-0.7%	2.8	0.2	11.5	-0.2	13.6	0.0	-1.3	-9.5%
COc1ccc(/C=C(/C#N)C(=O)NC2CCCCC2)cc1Br	-1.3%	-9.5	1.1	-20.2	0.9	-10.7	3.4	-6.5	-13.9%
Cn1c(CNC(=O)c2ccc(Cl)cc2)nnc1SCC(=O)NC1CCCC1	1.7%	6.3	-2.6	10.6	0.0	6.3	1.5	0.4	1.5%
CC(=O)OCCCNc1cc(Sc2ccc(C)cc2)c2nonc2c1[N+](=O)[O-]	-0.4%	13.4	-8.3	-4.9	0.4	6.3	9.2	-13.8	-9.4%
CCOC(=O)Cn1c(=O)n(CC2CCCO2)c2nc(-c3cc(OC)ccc3OC)nc(C(N)=O)c21 (stereo not given)	-0.1%	3.0	0.1	/	-0.9	/	1.1	16.1	-12.4%
Cc1ccccc1C(=O)N1CCC(C(=O)Nc2sccc2C(N)=O)CC1	1.2%	-0.1	-3.9	3.7	0.1	-3.6	1.4	-8.8	/
COc1ccc(CNC(=S)Nc2ccc3nc(N4CCN(C)CC4)cc(C)c3c2)cc1	1.9%	0.4	-4.5	-13.4	1.8	-14.7	6.6	-7.8	-11.8%
N#Cc1ccc(CSc2ncccn2)cc1	1.3%	-4.1	-2.9	2.2	0.5	0.7	-0.1	-29.4	?
COc1ccc(C(=O)Nc2ccccc2C(=O)N(Cc2ccco2)C(C(N)=O)C(C)C)cc1 (stereo not given)	13.9%	1.5	-9.9	-9.2	-0.8	-3.6	1.6	-26.3	-7.9%
CCSc1nsc(NC(=O)Nc2ccc(F)cc2F)n1	-0.4%	-7.5	-12.3	-2.6	5.6	10.0	23.7	-15.9	-3.5%
CCCNC(=O)Cn1c(=O)cc(C)c2c(C)nn(-c3cccc(F)c3)c21	-0.2%	5.0	-3.6	/	-0.3	9.6	0.1	8.2	-2.0%
CCOc1ccccc1NC(=O)CCC(=O)Nc1ccccc1OCC	0.9%	7.2	-0.8	-2.4	-0.7	-9.4	0.1	9.8	-11.4%
CSc1ccccc1NC(=O)Nc1cccc(Cl)c1	0.0%	8.4	-20.9	20.8	-0.4	-19.8	16.2	-40.1*	-2.3%
O=C(COC(=O)c1ccc(Br)cc1)NCCN1C(=O)CSC1=O	2.5%	-1.5	0.7	-8.2	-4.4	21.1	2.1	8.3	-2.3%
COc1ccc(OC)c(-c2nc3c(C#N)c[nH]n3c2NC2CCCCC2)c1	-2.5%	-0.8	-1.9	1.5	-0.4	5.4	9.7	-4.4	-1.9%
CCCCSc1nc2[nH]ncc2c(=O)[nH]1	2.9%	-1.1	-1.6	1.0	-0.2	2.2	1.5	5.9	-14.7%

# With a hit mark in RXFP1 antag (from the list above):
molecule	RXFP1 ag	TRHR PAM	D1 PAM	RXFP1 antag	TRHR ag	D2 potentiator	D1 ag	D1 antag	Anesthetic bind
O=C(c1ccc2c(=O)n(C3CCCC3)c(=S)[nH]c2c1)N1CCCCCC1	-0.6%	-2.6	-6.3	-62.6*	0.7	3.5	4.1	0.8	-6.4%

# Look-ups from the list:
# `CCOC(=O)Cn1c(=O)n(CC2CCCO2)c2nc(-c3cc(OC)ccc3OC)nc(C(N)=O)c21` (stereo not given) in Anesthetic bind has -12.4%
# `Nc1cccc(C(=O)Nc2ccccc2Cl)c1` in D1 ag has 0.9
# `CCCNC(=O)Cn1c(=O)cc(C)c2c(C)nn(-c3cccc(F)c3)c21` in D1 PAM has -3.6
